MITF inh: blocks human microphthalmia-associated transcription factor | O75030 | AlphaScreen MITF homodimerization, bead proximity signal | inhibition, % at 2.6 µM | 0.91% of 650,000 active | AID 1259374; in the data active means inhibition above about 50%;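 further: 0% = vehicle wells with protein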
Target sequence (O75030 whole entry, looked up): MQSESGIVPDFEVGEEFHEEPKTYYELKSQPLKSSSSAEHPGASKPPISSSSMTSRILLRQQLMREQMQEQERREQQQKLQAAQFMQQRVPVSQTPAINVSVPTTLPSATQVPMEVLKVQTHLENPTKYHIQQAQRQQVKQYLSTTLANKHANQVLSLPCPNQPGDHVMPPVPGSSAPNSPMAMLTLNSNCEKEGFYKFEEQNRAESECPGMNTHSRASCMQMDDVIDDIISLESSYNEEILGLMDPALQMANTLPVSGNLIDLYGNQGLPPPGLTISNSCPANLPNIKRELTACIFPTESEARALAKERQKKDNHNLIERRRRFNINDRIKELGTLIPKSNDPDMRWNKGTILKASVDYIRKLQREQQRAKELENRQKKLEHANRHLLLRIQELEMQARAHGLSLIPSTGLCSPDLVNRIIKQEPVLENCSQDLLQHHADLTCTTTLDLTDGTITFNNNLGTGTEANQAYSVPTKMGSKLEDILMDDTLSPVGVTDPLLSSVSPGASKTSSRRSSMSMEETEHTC
TEAD-YAP inh: TEAD-YAP interaction inhibition. 1.4% of 640,000 active. HEK-TIYL cells, TEAD-Gal4/YAP UAS-luciferase luminescence. inhibition, % at 9.12 µM. AID 1259422; in the data active means inhibition above about 32%;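 further: 0% = median of test compound wells and 100% = reference inhibitor wells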
GPR151 activ: activators of human GPR151; PathHunter beta-arrestin GPR151 cells, luminescence; AID 1508602; Q8TDV0; 1% of 650,000 active; activation, % at 11.2 µM; in the data active means activation above about 4.9%;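 further: 0% = median of compound wells and 100% = cells with positive control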
Target sequence (Q8TDV0 whole entry, looked up): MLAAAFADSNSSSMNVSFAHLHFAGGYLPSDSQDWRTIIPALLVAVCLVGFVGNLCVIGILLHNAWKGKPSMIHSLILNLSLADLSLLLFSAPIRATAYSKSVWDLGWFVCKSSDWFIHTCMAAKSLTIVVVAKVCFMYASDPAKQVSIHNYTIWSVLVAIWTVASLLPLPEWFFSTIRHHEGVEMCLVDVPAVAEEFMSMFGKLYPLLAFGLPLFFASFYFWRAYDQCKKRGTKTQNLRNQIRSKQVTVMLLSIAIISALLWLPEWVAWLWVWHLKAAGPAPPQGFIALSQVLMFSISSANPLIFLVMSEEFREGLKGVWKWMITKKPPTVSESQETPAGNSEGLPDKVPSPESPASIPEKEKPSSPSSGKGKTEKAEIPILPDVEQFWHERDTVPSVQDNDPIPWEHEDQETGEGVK
FBW7 act: activators of human E3 ligase FBW7. AlphaScreen FBW7–phospho-cyclin E peptide binding, activator screen. normalized activity (activation), % at 26.1 µM. 0.13% of 650,000 active. AID 1259310; in the data active means normalized activity above about 1.9%;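 further: purified mutant Fbw7 with reduced substrate affinity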
The depositor's hits bear a star.

cpd	Molecule	MITF inh	TEAD-YAP inh
1	COC(=O)CNC(=O)c1cn(-c2ccccc2)nc1-c1ccc(OC)c([N+](=O)[O-])c1	-4	-2
2	CCC(=O)N1c2ccc(S(=O)(=O)CCC(=O)Nc3ccc(C)cc3C)cc2CC1C (configuration not stated)	13	9
3	Cc1ccc(OCCNC(=O)c2ccccc2F)cc1	-10	-32
4	CCN(CC)CCCN1C(=O)C(=O)/C(=C(\O)c2cccc(OC)c2)C1c1ccccn1 (configuration not stated)	1	-28
5	Cc1sc2c(c1C)c(=O)[nH]c1nnc(Nc3ccccc3)n12	-15	-3
6	COCCCNc1nc2nonc2nc1N1CCN(C)C[C@@H]1c1ccccc1	-23	11
7	COc1ccc([N+](=O)[O-])cc1NC(=O)COc1ccc(C(C)(C)C)cc1	5	-1
8	COc1ccc(-c2nc3cnccn3c2Nc2ccccc2)cc1	-6	-32
9	O=S1(=O)N=C(Nc2ccc(Oc3ccccc3)cc2)c2ccccc21	19	-9
10	COc1ccc(-c2noc(CN3CCN(C)C(c4ccccc4)C3)n2)c(OC)c1OC (configuration not stated)	9	11

cpd	GPR151 activ	FBW7 act
1	-2.1	-0.2
2	0.9	-0.1
3	0.2	0.0
4	-1.3	-0.7
5	-0.8	-0.2
6	1.2	0.2
7	1.6	0.0
8	-0.2	-0.1
9	-1.2	0.1
10	3.4	0.0

Continuation.
cpd	Molecule	MITF inh	TEAD-YAP inh
11	CCOC(=O)C1=C(C)NC(=O)NC1c1ccc(N(C)CC)cc1 (configuration not stated)	-7	-7
12	CCOC(=O)c1cnc2cc(Cl)c(OC)cc2c1Nc1cc(OC)c(OC)c(OC)c1	11	-3
13	Cc1sc(NC(=O)/C=C/c2ccccc2)c(C(=O)O)c1C	-5	-3
14	CC(C)COC(=O)n1c(SCC(N)=O)nc2ccccc21	9	-5
15	O=C(Cn1cc(NC(=O)c2ccco2)cn1)NCCc1nc(-c2ccccc2)cs1	-5	-6
16	COc1cc(Nc2nc(-c3csc4ccccc34)nc3c2ncn3-c2ccccc2)cc(OC)c1OC	9	-1
17	COC(=O)c1sc(N)c(C(=O)OC)c1COC(=O)c1c(C)noc1C	9	46*
18	Cc1cccc(-n2nc3c(c2NC(=O)COc2ccc(Cl)cc2)CS(=O)(=O)C3)c1C	-9	-3
19	COC(=O)c1ccc2c(=O)n(CCc3ccc(S(N)(=O)=O)cc3)c(SCC(=O)c3ccccc3)nc2c1	-7	-5
20	COCc1c(C(=O)N/N=C\c2cccc([N+](=O)[O-])c2)nnn1-c1nonc1N	4	-1

cpd	GPR151 activ	FBW7 act
11	0.9	0.4
12	0.2	0.3
13	-2.6	0.1
14	0.4	0.2
15	0.5	0.0
16	-1.7	0.0
17	-0.8	0.2
18	-0.5	-0.1
19	-0.6	0.4
20	3.7	-0.1

Following part.
cpd	Molecule	MITF inh	TEAD-YAP inh
21	COc1ccc(N2CCN(c3ncnc4sc(C(=O)N5CC(C)CC(C)C5)c(C)c34)CC2)cc1 (configuration not stated)	-1	3
22	COc1ccc(Cl)cc1-n1c(=S)sc2c(=O)[nH]c(SCc3ccc(F)cc3)nc21	8	-2
23	O=C(c1cc(F)c(F)cc1Cl)N1CCCC1	6	8
24	CCOC(=O)C1=C(C)NC(=O)NC1c1ccc(OCC)cc1 (configuration not stated)	14	-1
25	Cc1cc2cc(C#N)c(SCC(=O)N3CCCC3)nc2cc1C	1	-6
26	Cc1cccc(NC(=O)c2cnn(-c3ccccc3)c2NC(=O)c2cccc(C)c2)c1	2	-6
27	O=C(NCCN1CCOCC1)c1cnc(N2CCC(N3CCOCC3)CC2)s1	11	1
28	COc1cc(C2C(C#N)=C(N)Oc3n[nH]c(-c4ccc(Br)cc4)c32)cc(OC)c1OC(=O)c1ccco1 (configuration not stated)	9	5
29	CCn1c(SCC(=O)Nc2ccc(C(N)=O)cc2)nnc1-c1cccc(OC)c1	22	1
30	CCc1ccc(CN2CCc3nnc(CNC(=O)Cc4cccc(F)c4)n3CC2)cc1	-5	3

cpd	GPR151 activ	FBW7 act
21	-0.7	-0.3
22	-1.2	0.2
23	0.2	-0.1
24	-0.7	0.0
25	1.8	0.1
26	0.0	0.0
27	1.2	0.2
28	-0.9	-0.4
29	0.4	0.6
30	-1.1	-0.1

Next section
cpd	Molecule	MITF inh	TEAD-YAP inh
31	CCC(=O)c1cc2c(cc1NC(=O)c1cccc(OC)c1)OCCO2	8	14
32	CCCCC(CC)CNCC(O)COCc1ccc(OC)c(OC)c1 (configuration not stated)	65*	4
33	O=C(c1ccc2c(=O)n(Cc3cccc(Br)c3)c(=S)[nH]c2c1)N1CCc2ccccc2C1	3	-9
34	COCCn1nnnc1CN1CCC(C(=O)c2ccc(C)cc2)CC1	11	6
35	COc1ccc(C(=O)N/N=C\c2ccc(C)cc2)cc1	20	-41
36	Cc1ccccc1CSCCNC(=O)c1ccccc1	2	-11
37	Cc1ccc(-c2nc3cc(NC(=O)c4ccc(Cl)cc4Cl)ccc3o2)cc1	15	-29
38	CCC(NC(=O)CN(C)S(=O)(=O)c1cc(Br)cnc1N)c1cccs1 (configuration not stated)	22	-1
39	CCOc1ccc(NC(=O)c2c(NC(=O)c3ccccc3Cl)sc3c2CCCC3)cc1	0	3
40	O=[N+]([O-])c1ccccc1OCCCN1CCOCC1	-4	2

cpd	GPR151 activ	FBW7 act
31	0.9	0.1
32	-0.9	0.2
33	0.7	-0.1
34	0.1	0.1
35	-0.7	0.0
36	-0.8	0.1
37	0.2	0.9
38	-1.1	0.3
39	-1.5	0.3
40	-1.2	0.0

Record cards (already shown):
CCC(NC(=O)CN(C)S(=O)(=O)c1cc(Br)cnc1N)c1cccs1 (configuration not stated) is entered as MITF inh: 22; TEAD-YAP inh: -1; GPR151 activ: -1.1; FBW7 act: 0.3
O=[N+]([O-])c1ccccc1OCCCN1CCOCC1 is entered as MITF inh: -4; TEAD-YAP inh: 2; GPR151 activ: -1.2; FBW7 act: 0.0

Additional entries follow:
cpd	Molecule	MITF inh	TEAD-YAP inh
41	CCOc1cc(/C=N/Nc2nncc(-c3ccccc3)n2)ccc1O	31	17
42	Cc1ccc(-n2c(=O)c(C#N)cc3c(=O)n4cccc(C)c4nc32)c(C)c1	-1	-6
43	CN(CC(=O)NC(C)(C)C)S(=O)(=O)c1cccc2nsnc12	1	10
44	Cc1nc(N(C)c2ccc(C(C)C)cc2)c2c(C)c(C(=O)N3CCN(c4ccc(F)cc4)CC3)sc2n1	15	-5
45	COc1ccc(CC2(CO)CCN(S(=O)(=O)/C=C/c3ccccc3)CC2)cc1	-4	-30
46	O=C(Nc1ccc(-c2ccc(NC(=O)c3ccccc3F)cc2)cc1)c1ccccc1F	-6	-24
47	CCCNc1nc(Nc2nc3ccccc3n2C)nc2c1ncn2CCN1CCCC1=O	5	6
48	Cc1ccc(Cl)cc1N1CCN(S(=O)(=O)c2c[nH]c3ccc([N+](=O)[O-])cc23)CC1	17	3
49	CCN(CC)c1nc(NCCc2ccc(O)cc2)nc(Nc2nccc3ccccc23)n1	11	26
50	CCN(CC)c1ccc(C2C(C#N)=C(C)NC3=C2C(=O)CC(c2ccc(OC)cc2)C3)cc1 (configuration not stated)	6	3

cpd	GPR151 activ	FBW7 act
41	-0.7	0.5
42	-0.9	0.6
43	0.3	0.0
44	-1.2	1.2
45	0.2	0.1
46	0.6	0.0
47	-0.1	0.1
48	-0.3	0.1
49	3.8	0.3
50	0.4	0.0

(more compounds)
cpd	Molecule	MITF inh	TEAD-YAP inh
51	C=CCN1C(=O)C(C)(C)COc2cc(NC(=O)c3ccc(Cl)cc3)ccc21	12	5
52	Cc1ccc(C)c(CN2CCN3C(=O)[C@H]([C@@H](C)O)NC(=O)[C@H]3C2)c1	12	9
53	CCOc1cnc(C(=O)NNC(C)=O)o1	-10	7
54	Cc1nnc(SCC(=O)Nc2sc3c(c2C(=O)OC(C)C)CCCC3)s1	-10	1
55	CC1CCC(OC(=O)NC(C)(C(F)(F)F)C(F)(F)F)CC1C (configuration not stated)	2	4
56	CC(C)c1nnc(SCC(=O)N2CCOCC2)n1C	-3	2
57	CCN(CC)CCn1c(NC(=O)c2ccccc2O)nc2ccccc21	3	-1
58	CCOC(=O)c1ccc(NC(=O)COc2ccc(C)c(C)c2)cc1	5	5
59	Cc1ccc2oc(-c3ccc(Cl)c(NC(=O)c4cccnc4)c3)nc2c1	-3	-3
60	CS(=O)(=O)c1ccccc1C(=O)Nc1nnc(-c2ccc(F)cc2)o1	5	5

cpd	GPR151 activ	FBW7 act
51	1.2	0.1
52	4.7	0.1
53	1.8	-0.1
54	0.6	-0.1
55	0.8	0.2
56	0.6	0.0
57	-0.5	-0.5
58	0.7	-0.1
59	-1.1	0.0
60	1.2	-0.4

New compounds follow.
cpd	Molecule	MITF inh	TEAD-YAP inh
61	COC(=O)c1ccccc1NC(=O)COc1ccc(Cl)cc1Cl	-1	-25
62	Cc1cccc(Nc2sc(C(=O)c3ccccc3)c(N)c2C(N)=O)c1	-14	0
63	COc1ccc2c(c1)cc(C)c1nn(Cc3cccnc3)c(=O)n12	-1	-5
64	COc1ccccc1NC(=O)CCN1CCCCCC1	-12	0
65	COc1ccc(-n2nnc(C(=O)Nc3ccc(Br)cc3)c2C)cc1	6	-23
66	Cc1ccc(S(=O)(=O)N(C)CC(=O)NCc2cccnc2)cc1	-10	6
67	CCOC(=O)c1ccccc1N1C(=O)CSC1=S	4	19
68	Cc1cc(C(=O)Nc2cc(S(=O)(=O)N3CCCCC3)ccc2C)c2ccccc2n1	-3	-3
69	Cc1ccc(-c2nc(NCc3ccccc3)c3ccccc3n2)cc1	-5	-12
70	CCOC(=O)c1cnc2c(C)c(Cl)ccc2c1Nc1cccc(C)c1C	-2	0

cpd	GPR151 activ	FBW7 act
61	-0.2	-0.2
62	-0.8	0.1
63	-0.2	0.2
64	-1.1	-0.1
65	3.4	-0.8
66	1.5	0.0
67	0.0	-0.1
68	1.9	0.1
69	-1.6	0.1
70	-0.9	0.0

(listing goes on)
cpd	Molecule	MITF inh	TEAD-YAP inh
71	CCN1C(=O)C(O)(CC(C)=O)c2ccccc21 (configuration not stated)	11	3
72	O=C1c2cccc3cccc(c23)N1c1ccccc1	-15	-5
73	CCCNc1nc(NCc2cccnc2)nc2c1ncn2C1CCCCC1	2	-19
74	Cc1onc(-c2ccccc2)c1C(=O)Nc1ccccc1Cl	9	7
75	COc1ccccc1N1CCN(C(=O)CSc2nc3ccccc3c(=O)n2CC2COc3ccccc3O2)CC1 (configuration not stated)	0	-1
76	CC1=C(C(=O)NC2CC2)C2(CCC(C)CC2)OC1=O (configuration not stated)	3	4
77	COc1ccc(Cl)cc1C(=O)Nc1ccccc1C(N)=O	-1	-13
78	Cc1cccc(C(=O)Nc2nnc(/C=C/c3ccccc3)s2)c1	0	-3
79	O=c1[nH]c2ncc(-c3cccc4ncccc34)nc2n1CC1CC1	7	3
80	COc1cccc2sc(=NC(=O)CS(=O)(=O)c3ccc(Cl)cc3)n(C)c12	-3	6

cpd	GPR151 activ	FBW7 act
71	-1.4	1.1
72	1.9	1.1
73	-0.8	-0.1
74	-0.2	0.3
75	-1.2	0.0
76	-1.6	0.8
77	-0.8	0.2
78	2.8	0.0
79	1.5	0.1
80	1.2	-0.1

Carrying on.
cpd	Molecule	MITF inh	TEAD-YAP inh
81	O=C(O)/C=C/C(=O)NCCN1CCOCC1	11	4
82	COc1cc(-c2[nH]nc3c2C(c2cc(OC)c(OC(C)=O)c(OC)c2)C(C#N)=C(N)O3)cc(OC)c1OC (configuration not stated)	-13	-7
83	Cc1ccc2nc(NCc3ccccc3)c3nncn3c2c1	9	-9
84	O=c1c(-c2ccc(Cl)cc2Cl)coc2cc(O)ccc12	-4	-37
85	O=C1CCCC2=C1C(c1ccc3c(c1)OCO3)c1c([nH]n(-c3ccccc3)c1=O)N2 (configuration not stated)	13	-1
86	O=c1cnnc(Nc2ccc3c(c2)OCCO3)[nH]1	0	-14
87	COc1cc(OC)cc(C(=O)N2CCN(c3ccc(F)cc3)CC2)c1	-8	-8
88	CC(C)C1CCC(C(=O)N[C@@H](Cc2ccccc2)C(=O)O)CC1 (some centres not stated)	5	5
89	CC(C)c1ccc(OCC(=O)O/N=C(\N)c2ccc([N+](=O)[O-])cc2)cc1	-10	2
90	COc1cc(Nc2ccnc(Nc3ccc(N4CCOCC4)cc3)n2)cc(OC)c1OC	14	73*

cpd	GPR151 activ	FBW7 act
81	-0.4	-0.1
82	-0.2	0.0
83	-0.1	0.9
84	1.4	0.2
85	0.2	-0.1
86	1.7	-0.1
87	-0.6	0.0
88	-1.0	0.0
89	1.0	-0.2
90	5.8*	-0.1

(next part)
cpd	Molecule	MITF inh	TEAD-YAP inh
91	N#C/C(=C\c1ccc(I)cc1)c1nc(-c2ccc(-c3ccccc3)cc2)cs1	-14	-3
92	Cc1ccc(-c2nc3ccccc3s2)cc1NC(=S)NC(=O)c1ccco1	6	-69
93	COc1ccc(/C=C/C(=O)Nc2ccc3[nH]ncc3c2)cc1	-2	-17
94	CCCCn1c(SCc2ccccc2)nc2ccsc2c1=O	10	-13
95	COC(=O)Cn1cnc2c(nnn2Cc2ccc(C)cc2)c1=O	9	5
96	O=C(NC1CC1)C1CN(c2nc3c(F)cccc3s2)C1	2	-11

cpd	GPR151 activ	FBW7 act
91	-0.1	-0.1
92	-0.9	0.1
93	-0.6	-0.1
94	-0.7	1.2
95	0.6	0.0
96	-0.4	0.2

Source: PubChem BioAssay (The Scripps Research Institute Molecular Screening Center)
